# Mm-Cpn inhibitor – inhibitors of Methanococcus maripaludis chaperonin (MmCpn); 330,000 compounds, 0.031% hits; purified Mm-Cpn ATPase, ADP Transcreener TR-FRET; AID 504842; Potency, µM (titrated, usually from 76.9 µM), without a hit: at the top dose activity, negative = inhibition, most hits filed as inhibitors; also: potency is read from the fitted curve at half-maximal effect; % is scaled to controls: 0 for no effect and ±100 for the full control effect; nearly all actives have a fitted effect of over 80% in size
#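 Purified archaeal chaperonin (25 nM final) was preincubated with compound for 10 min at 37°C, then ATP (10 uM final) was added for 30 min at 37°C in Tris pH 7.4/KCl/MgCl2/DTT buffer. ADP was quantified by HTRF Transcreener TR-FRET.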
# TGFb inhibitor – blocks TGF-b signaling; HepG2 CAGA-GFP TGF-b/SMAD3 reporter, GFP fluorescence, 18 h; TGF-beta stimulated, 500 pg/mL final; Potency, µM (doses to about 46.1 µM), for inactives: at the top dose activity, negative = inhibition, hits mostly inhibitors; 410,000 compounds, 1.2% hits; AID 588855; also: potency is read from the fitted curve at half-maximal effect; % is scaled to controls: 0 for no effect and ±100 for the full control effect; nearly all actives have a fitted effect of over 65% in size
#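 HEPG2 CAGA-GFP, 1000 cells/well; 2 h settle, 37 C; cpd via pin tool; TGF-b 500 pg/mL final; 18 h, 37 C; GFP imaging ex488/em500-530; %Activity normalised to -TGF-b and +DMSO controls; CRC fit, curve class.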
# S2 tox – viability counter-screen for ATXN expression inhibitors. S2 cells (HEK-293 line with an ATXN2-luciferase reporter) viability, CellTiter-Fluor protease fluorescence, 24 h. Potency, µM (series often up to 56.7 µM), hits mostly cytotoxic. 400,000 compounds, 0.49% hits; also: potency is read from the fitted curve at half-maximal effect; nearly all actives have a fitted effect of over 40% in size
# A549 tox – kills or reduces viability of A549 cells in Nrf2 counter-screen | 390,000 compounds, 0.16% hits | Potency, µM (top dose mostly 46 µM), inactives show at the highest dose activity change, negative = cytotoxicity, usual class: inhibitors | A549 ARE-Fluc cells, CellTiter-Fluor viability, 18-24 h; also: potency is read from the fitted curve at half-maximal effect; % is scaled to controls: 0 for no effect and ±100 for the full control effect
#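 A549 ARE-Fluc cells in 5% FBS OPTI-MEM, 5000 cells/well, rested 2 h then exposed to compounds in concentration-response for 18-24 h at 37 °C. Viability by CellTiter-Fluor fluorescence (Ex 405/Em 525) after 30 min; luciferase luminescence (BugLite, 15 min, RT) read afterwards.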
# CCT chaperon mod – cytosolic chaperonin activity modulation; purified chaperonin ATPase assay, HTRF ADP detection, 30 min; activity change, % (test concentration not listed), hits read low; 360,000 compounds, 0.3% hits; AID 651819; in the data active = activity change below about -30%; also: % is scaled to controls: 0 for no effect and ±100 for the full control effect
#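 First, chaperonin was dispensed at 40 nM or 20 nM final depending on batch activity. Next, compounds were pinned at 76 uM and ATP added at 10 uM. After 30 min at 37 °C, ADP detection reagents ran 30 min at ambient temperature.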
# Nrf2 ARE act – activates Nrf2 signaling | AREc32 ARE-luciferase reporter (MCF7-derived line), luminescence, 24 h | Potency, µM (titrated, usually from 46.1 µM), for the others: top-dose activation, usual class: activators | 410,000 compounds, 0.31% hits | AID 624171; also: potency is read from the fitted curve at half-maximal effect; % of control where 0% means no effect; nearly all actives have a fitted effect of over 65% in size
#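 Cells of the AREc32 ARE-luciferase line are plated in OPTI-MEM containing 5% FBS and left overnight at 37 deg C. Compounds are pinned in, incubation continues 24 hr, and firefly luciferase signal is then measured.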
# Nrf2 block – blocks Nrf2 signaling; A549 ARE-Fluc reporter, luciferase luminescence, 18-24 h; Potency, µM (highest dose often 46 µM), for inactives: at the top dose activity change, negative = inhibition, actives largely listed as inhibitors; 360,000 compounds, 2.1% hits; AID 504444; also: potency is read from the fitted curve at half-maximal effect; % is scaled to controls: 0 for no effect and ±100 for the full control effect; nearly all actives have a fitted effect of over 60% in size
#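 Cells were seeded and rested 2 h, then exposed to compounds for 18-24 h. CellTiter-Fluor was read first as a viability measure. BugLite was added 15 min before the final luminescent read of ARE-luciferase activity in A549 cells.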
# Akt phos inh – inhibitors of Akt phosphorylation; Neuro2A IGF-stimulated pAkt S473 HTRF, 20 min; hits give low values; activity change, % for hits at 50 µM; 360,000 compounds, 0.32% hits; AID 651550; in the data active = activity change below about -80%; inconclusive = mostly about -51% to -80%; also: % is scaled to controls: 0 for no effect and ±100 for the full control effect
#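 Neuro2A cells (4,500/well, DMEM with 0.5% FBS) were treated with compound at a single 50 µM final concentration, stimulated with 6 nM IGF for 20 min at 37 °C, and lysed. Phospho-Akt Ser473 was read by HTRF as 665/615 ratio ×10^4.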
# HepG2 tox – kills HepG2 cells in TGF-b inhibitor counter-screen; Potency, µM (top dose mostly 46.1 µM), for inactives: at the highest dose activity change, negative = cytotoxicity, usual class: cytotoxic; 410,000 compounds, 0.76% hits; HepG2 CAGA-GFP viability, ATP luminescence, 18 h; also: potency is read from the fitted curve at half-maximal effect; some results filed as inactive show a strong effect at the top dose
#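 HepG2 CAGA-GFP cells (1000/well, DMEM with 1% FBS) received compound, then TGF-beta at 500 pg/mL final, and were incubated 18 hours at 37 degrees C. Viability was read by CellTiter-Glo luminescence. Media-only wells were set as complete cell-killing and DMSO as no toxicity.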
# * marks the source's active call; other numbers are inactive results; i = inactive; ? = inconclusive; nt = no result given; [ ] = remark or other dose. Unless noted, calls follow the shape of the dose curve; as a rule, active = well fitted curve in the direction sought with a large enough effect; inconclusive = small, poorly fitted or top-dose-only effect, or another doubt; inactive = no such curve, though single readings can be large; an effect the other way counts as inactive or inconclusive.
# Sample of the layout, two compounds:
SMILES,Mm-Cpn inhibitor,TGFb inhibitor,S2 tox,A549 tox,CCT chaperon mod,Nrf2 ARE act,Nrf2 block,Akt phos inh,HepG2 tox
COc1cc(C(=O)N(Cc2ccc(C(C)C)cc2)C2CCS(=O)(=O)C2)cc(OC)c1OC (centres undefined),nt,5%,i,?,nt,0.5%,?,nt,13%
CC1(c2nnc(-c3ccccc3)o2)CC(c2ccc(F)cc2)=NO1 (centres undefined),-2%,-4%,i,-2%,-1.0,0.9%,-3%,i,0%

# This part in full, from the first entry:
SMILES,Mm-Cpn inhibitor,TGFb inhibitor,S2 tox,A549 tox,CCT chaperon mod,Nrf2 ARE act,Nrf2 block,Akt phos inh,HepG2 tox
COc1cc(C(=O)N(Cc2ccc(C(C)C)cc2)C2CCS(=O)(=O)C2)cc(OC)c1OC (centres undefined),nt,5%,i,?,nt,0.5%,?,nt,13%
CC1(c2nnc(-c3ccccc3)o2)CC(c2ccc(F)cc2)=NO1 (centres undefined),-2%,-4%,i,-2%,-1.0,0.9%,-3%,i,0%
COCCNC(=O)Cn1cnc2ccc(S(=O)(=O)N3CCC(C)CC3)cc2c1=O,-4%,-11%,i,7%,-1.7,-0.8%,12%,i,-19%
CCCc1nnc(NC(=O)CCC(=O)N2CCN(c3ccccc3)CC2)s1,-3%,-3%,i,-2%,0.6,-0.4%,-15%,i,0%
Cc1ccc(S(=O)(=O)N(C)c2ccc(OCC(=O)O)cc2)cc1,1%,-5%,i,-1%,-2.9,-0.7%,11%,i,-16%
Cc1nc(-c2ccccc2)sc1-c1nc(-c2cccnc2)ncc1S(=O)(=O)c1ccccc1,-4%,-2%,i,?,0.7,-0.5%,23µM*,i,-34%
COc1ccc(NC(=O)NC2(C(=O)N3CCN4CCCC4C3)CCCCC2)cc1 (centres undefined),-2%,8%,i,-3%,0.7,-0.3%,25%,i,7%
Cc1ccc(NC(=O)CN2C(=O)CCS(=O)(=O)c3ccccc32)cc1Cl,1%,2%,i,-2%,-0.1,0.1%,-6%,i,-4%
Fc1ccc(CSc2nnc(-c3cc4c(s3)-c3ccccc3CC4)o2)cc1,-1%,-8%,i,9%,0.1,4.7%,10%,i,-7%
CCOC(=O)N1CCN(S(=O)(=O)c2ccc(C(=O)Nc3nnc(CSC)o3)cc2)CC1,0%,8%,i,-7%,-0.2,-0.7%,-2%,i,10%
Cc1ccsc1/C=N/NC(=O)Cc1ccc(Cl)cc1,-1%,-2%,i,8%,-0.4,-0.4%,-17%,i,-39%
Cn1c(/C(C#N)=C/c2ccncc2)nc2ccccc21,5%,-5%,i,-1%,-2.9,8.4%,3%,i,-6%
Cc1nnc(SCc2nc3sc4c(c3c(=O)[nH]2)CCCC4)[nH]c1=O,-2%,-5%,i,5%,-1.6,-1.0%,7%,i,-19%
Cc1ccc(/C=N/NC(=O)c2c(-c3ccccc3)noc2C)o1,1%,0%,i,-4%,0.7,-0.7%,1%,i,10%
CC(=O)c1c(C(C)=O)c(C)n(NC(=O)c2cccnc2)c1C,-1%,0%,i,-1%,-1.8,0.2%,-17%,i,-23%
S=c1[nH]nc(C2CCCCC2)n1/N=C/c1ccc(Br)s1,-1%,?,i,nt,-1.3,0.0%,?,i,-80%
CCCn1c(SCC(=O)Nc2cccc(S(=O)(=O)N3CCCC3)c2)n[nH]c1=O,-4%,-9%,i,1%,-1.3,0.0%,-3%,i,-18%
Cc1ccc(-c2nc(COC(=O)c3c(C)noc3C)cs2)cc1,-1%,-3%,i,-29%,4.6,7.4%,?,i,1%
Cc1ccc(NC(=O)COc2ccccc2)cc1Cl,-5%,17%,i,0%,0.7,-1.0%,?,i,10%
CCOC(=O)c1cccc(-c2c(-c3ccccc3)ncc3cc(OC)c(OC)cc23)c1,?,?,?,0%,0.1,4.9%,14%,i,-21%
CC1CCCC(NC(=O)COC(=O)c2sc3ccccc3c2Cl)C1C (centres undefined),-3%,0%,i,-7%,-2.9,-0.5%,15%,i,-1%
CSc1nc(NCCOC(C)=O)c(C#N)c(-c2ccc(C(C)(C)C)cc2)n1,nt,0%,i,?,nt,-0.4%,8%,nt,-3%
Nc1nnc(SCC(=O)NC2CCCCC2)n1-c1ccccc1,-1%,30%,i,-4%,-5.0,-0.2%,2%,i,8%
Cc1ccc(C2=NNC(=O)C(c3c[nH]c4ccccc34)C2)cc1 (centres undefined),2%,-28%,i,-2%,-1.8,5.6%,-10%,i,-24%

# Reprinted at random: 4 records from the list
SMILES,Mm-Cpn inhibitor,TGFb inhibitor,S2 tox,A549 tox,CCT chaperon mod,Nrf2 ARE act,Nrf2 block,Akt phos inh,HepG2 tox
Cc1nnc(SCc2nc3sc4c(c3c(=O)[nH]2)CCCC4)[nH]c1=O,-2%,-5%,i,5%,-1.6,-1.0%,7%,i,-19%
CCOC(=O)c1cccc(-c2c(-c3ccccc3)ncc3cc(OC)c(OC)cc23)c1,?,?,?,0%,0.1,4.9%,14%,i,-21%
S=c1[nH]nc(C2CCCCC2)n1/N=C/c1ccc(Br)s1,-1%,?,i,nt,-1.3,0.0%,?,i,-80%
CC(=O)c1c(C(C)=O)c(C)n(NC(=O)c2cccnc2)c1C,-1%,0%,i,-1%,-1.8,0.2%,-17%,i,-23%

# (next part)
SMILES,Mm-Cpn inhibitor,TGFb inhibitor,S2 tox,A549 tox,CCT chaperon mod,Nrf2 ARE act,Nrf2 block,Akt phos inh,HepG2 tox
CCN(C(=O)COC(=O)C1=COCCO1)c1ccccc1,1%,18%,i,11%,0.9,-0.2%,7%,i,-1%
CCCCCC1CC(CC(=O)Nc2nncs2)C(=O)O1 (centres undefined),0%,-1%,i,6%,0.9,-0.4%,14%,i,7%
COC(=O)c1ccc(NC(=O)COc2coc(CN3CCc4ccccc43)cc2=O)cc1,-2%,-3%,?,-4%,-0.4,0.2%,-4%,i,1%
CN(CC(=O)Nc1cccc(F)c1)C(=O)c1ccc(N2CCCCC2)c([N+](=O)[O-])c1,4%,0%,?,-19%,-1.3,2.6%,?,i,-21%
O=C(Cn1ncc2c3ccccc3n(Cc3ccccc3F)c2c1=O)NCC1CCCO1 (centres undefined),-1%,-2%,i,1%,-0.8,-0.4%,-5%,i,3%
O=C(O)C(Cc1c[nH]c2ccccc12)N1CCS(=O)(=O)CC1 (centres undefined),1%,1%,?,-5%,1.0,-0.2%,3%,i,5%
Cc1ccc(C2=NS(=O)(=O)N(C)C(C(=O)Nc3cc(C)n(CC(=O)N4CCCCC4)n3)=C2)cc1,2%,-6%,i,-3%,-1.4,-0.4%,6%,i,3%
CSc1nc(NS(=O)(=O)c2cc(Br)ccc2Br)cc(=O)[nH]1,0%,32%[activator],i,0%,-0.9,5.1%,2%,i,-2%
COc1ccc(Cl)cc1S(=O)(=O)N1CCN=C1Cc1ccccc1,-3%,-22%,?,-1%,1.1,-0.3%,-1%,i,-18%
O=C(CCNC(=O)c1ccc([N+](=O)[O-])cc1)Nc1ccc(Cl)c(S(=O)(=O)N2CCOCC2)c1,0%,-23%,i,2%,-0.5,5.4%,23µM*,i,3%
COc1ccccc1N1CCN(C(=O)c2nc(-c3ccc(C)cc3)n3c2CCCCC3)CC1,nt,?,i,-27%,nt,-0.7%,0%,nt,-2%
CCOc1ccc(-n2c(C)cc(/C=C3/C(=N)N4C(=NC3=O)SN=C4S(C)(=O)=O)c2C)cc1,0%,-10%,?,?,-0.9,-0.5%,4.6µM*,i,6%
CCOC(=O)Nc1cc(NC(=O)OCC)ncn1,nt,-5%,i,-5%,0.2,-0.4%,3%,i,2%
COc1ccc(CN(C)CC(=O)N(C)CC(=O)Nc2ccccc2Br)cc1F,1%,5%,i,17%,-0.6,-0.8%,7%,i,-6%
O=C(NCc1ccco1)C1(c2ccc(Br)cc2)CCCC1,1%,26%,i,15%,-3.9,-0.2%,nt,i,-70%
CC(NS(=O)(=O)c1ccc2c(c1)C(C)(C)C(=O)N2C)c1ccccc1 (centres undefined),0%,-6%,i,3%,-6.0,-0.4%,-12%,i,-23%
Cc1ccc(S(=O)(=O)Nc2ccnc3ccccc23)cc1,-14%,0%,i,-9%,-0.7,0.1%,-20%,i,-39%
Cc1cc(OC(=O)c2ccc(Cl)cc2Cl)c([N+](=O)[O-])c(=O)[nH]1,1%,-1%,i,-1%,0.2,-0.8%,-11%,i,5%
Cc1ccc(S(=O)(=O)NCCSc2ncccn2)cc1,0%,-25%,i,-1%,-1.8,-0.5%,-14%,i,0%

# Screening results: PubChem BioAssay, National Center for Advancing Translational Sciences (NCATS)
